FXIa inh: blocks human coagulation factor XIa protease activity | purified FXIa, Boc-Glu-Ala-Arg-AMC fluorogenic substrate | inhibition, % at 5 µM | hit rate 0.14% among 220,000 | P03951 | AID 798;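 active = inhibition of at least 40%; inactive = inhibition below 40%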;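 also: fluorescence of freed AMC excited at 355 nm; 0% = enzyme without compound and 100% = no enzyme blank; many of its hits are not listed in these tables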
L929 necroptosis: L929 zVAD cell death inhibition; L929 zVAD necroptosis rescue, ATP luminescence, 24 h; with zVAD 60 µM; viability rescue, % at 10 µM; hit rate 0.38% among 220,000; AID 1377;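 active = activation, scaled between plate controls, above about 75%, limit read from the data; inactive = activation under that limit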;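 also: 0% = zVAD with DMSO and 100% = DMSO alone without zVAD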
TbHK1 inh: blocks Trypanosoma brucei hexokinase 1 activity; recombinant TbHK1, G6PDH-coupled NADH A340; AID 1430; inhibition, % at 10 µM; hit rate 0.11% among 220,000;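 active = inhibition of 50% or more in the single-dose primary screen; inactive = inhibition below 50%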
PPC-1+TRAIL kill: kills PPC-1 cancer cells in the presence of TRAIL | PPC-1 cells + TRAIL, ATPLite viability luminescence | cell killing (% activity), % at 4 µM | hit rate 0.41% among 220,000 | AID 1443;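 active = cell killing above 50% in the first pass at 4 µM, then a duplicate retest at 5 µM averaging 50% or more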;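 also: plate controls were cells with TRAIL plus DMSO for no effect and medium-only wells lacking cells for full effect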
FXIIa inh: blocks human coagulation factor XIIa protease activity; hit rate 0.3% among 220,000; inhibition, % at 5 µM; purified FXIIa, Boc-QGR-AMC fluorogenic substrate, 2 h; AID 800; in the data active = inhibition above about 40%;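 also: 0% = enzyme with no compound and 100% = blank without enzyme; many of its hits are not listed in these tables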
CHOP inh: CHOP inhibition in unfolded protein response; CHO-K1 CHOP-promoter luciferase, tunicamycin-induced, 15-18 h; inhibition, % at 10 µM; hit rate 3.8% among 220,000; AID 2732;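 active = compounds that reduced the stress-induced luciferase reporter signal by more than about 70% of percent inhibition, limit read from the data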;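 also: 0% = tunicamycin plus vehicle and 100% = wells without tunicamycin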
TNF death inh: TNF-alpha cell death inhibition in Jurkat FADD-/- cells | activation (protection from cell death), % at 10 µM | hit rate 0.068% among 220,000 | AID 463075 | Jurkat FADD-/- TNF necroptosis rescue, ATP luminescence, 24 h; 0 = TNF only, 100 = no-TNF cells;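 active = activation, meaning protection from cell death, of at least 50% relative to plate controls; inactive = activation below 50%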;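 also: necroptosis triggered by 40 ng/mL TNF-alpha added together with compound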
PGE2 EP2 inh: EP2 receptor (human) inhibition; P43116; C6 glioma cells expressing human EP2, cAMP TR-FRET; cells stimulated with saturating PGE2; inhibition, % at 25 µM; hit rate 0.52% among 260,000;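 active = percent inhibition above 40 after rounding to a whole number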;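 also: rat C6 glioma host cells with rolipram phosphodiesterase inhibitor present; the protocol text gives 20 µM as final concentration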
Target sequence (P43116 whole entry, looked up): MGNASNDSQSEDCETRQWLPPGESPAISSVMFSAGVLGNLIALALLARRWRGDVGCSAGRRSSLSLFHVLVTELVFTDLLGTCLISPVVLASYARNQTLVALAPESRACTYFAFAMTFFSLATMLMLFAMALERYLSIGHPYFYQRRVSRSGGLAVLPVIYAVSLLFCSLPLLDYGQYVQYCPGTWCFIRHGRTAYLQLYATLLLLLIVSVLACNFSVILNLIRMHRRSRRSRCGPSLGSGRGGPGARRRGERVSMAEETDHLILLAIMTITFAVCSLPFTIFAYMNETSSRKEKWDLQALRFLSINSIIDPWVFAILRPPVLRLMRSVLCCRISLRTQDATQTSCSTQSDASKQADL
Wee1 stabilizer: inhibitors of human Wee1 degradation; HeLa Luc-Wee1K328M stability, luciferase luminescence; 100% = proteasome inhibitor MG132 effect; P30291; reporter increase, % at 5 µM; hit rate 1.2% among 220,000;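 active = activation above the mean of all tested compounds plus 3 SD, set per screening run, cut at about 8.8% in these data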;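 also: cells exposed to compound for 20 h before luminescence read; 0% = DMSO alone and 100% = MG132 at 30 µM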
Target sequence (P30291 whole entry K328M): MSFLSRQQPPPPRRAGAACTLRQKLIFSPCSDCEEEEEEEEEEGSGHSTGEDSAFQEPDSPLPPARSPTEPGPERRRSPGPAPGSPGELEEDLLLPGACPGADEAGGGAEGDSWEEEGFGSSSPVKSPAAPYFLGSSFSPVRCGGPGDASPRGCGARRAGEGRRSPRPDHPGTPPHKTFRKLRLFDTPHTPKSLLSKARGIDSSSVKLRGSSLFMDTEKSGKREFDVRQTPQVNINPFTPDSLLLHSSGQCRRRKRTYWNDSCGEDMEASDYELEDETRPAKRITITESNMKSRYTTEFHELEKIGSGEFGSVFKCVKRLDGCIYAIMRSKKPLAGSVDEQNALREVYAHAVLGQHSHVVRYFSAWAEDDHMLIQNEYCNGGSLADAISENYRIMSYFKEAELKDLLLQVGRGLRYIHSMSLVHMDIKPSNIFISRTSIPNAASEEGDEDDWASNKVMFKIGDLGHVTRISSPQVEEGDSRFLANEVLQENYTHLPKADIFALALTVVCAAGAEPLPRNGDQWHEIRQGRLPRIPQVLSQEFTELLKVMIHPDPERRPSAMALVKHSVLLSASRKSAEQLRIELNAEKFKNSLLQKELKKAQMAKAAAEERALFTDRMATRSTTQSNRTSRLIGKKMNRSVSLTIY
* hit, by the source's call; nt = not tested or not shown; & = joins results of further samples; [ ] = dose if it differs, or a comment.

SMILES | FXIa inh | L929 necroptosis | TbHK1 inh | PPC-1+TRAIL kill | FXIIa inh | CHOP inh | TNF death inh | PGE2 EP2 inh | Wee1 stabilizer
Cc1cc(=O)cc(C)n1-c1ccc(Br)cc1 | 22 | 0.3 | -4 | 6 | 1 | 3 | -1.0 | 5 | -4
CCNC(=O)c1c(O)c2c([nH]c1=O)CCCC2 | -1 | 1.9 | -9 | -8 | 7 | -7 | 12 | 7 | 0
CCN(CC)S(=O)(=O)c1ccc(NC(=O)C(C)N(c2ccccc2)S(C)(=O)=O)cc1 (stereo unspecified) | 7 | -0.4 | 2 | 11 | 13 | 12 | 0.8 | 5 | -3
O=C1OC(c2ccccc2)=C/C1=C\N1CCOCC1 | -3 | 0.2 | 23 | 15 | 6 | 37 | 1.3 | 9 | 27*
Fc1ccc(Cn2c(SCc3ccc(F)c(F)c3)nnc2C(F)(F)F)cc1 | 16 | -0.3 | -5 | 6 | 23 | 26 | -1.8 | 2 | 5
O=C(NNc1nc2c(F)cc(F)cc2s1)C1=COCCO1 | -1 | 0.9 | 4 | 6 | 3 | 7 | 1.9 | 8 | -1
Clc1ccc2nc(-c3ccc4c(c3)OCO4)cn2c1 | -3 | 2.9 | -22 | 80*[5 µM] | 0 | 43 | -2.7 | 6 | -1
Cc1ccc(-c2nnn(Cc3nc(N)nc(N4CCOCC4)n3)n2)cc1 | -7 | 2.3 | -6 | 26 | -1 | 10 | -0.4 | 9 | -1
O=C1N[C@@H](Cc2ccccc2)[C@@H](c2ccco2)O1 | -4 | 0.3 | -1 | -19 | 6 | 0 | 4.0 | 4 | nt
c1coc(Cn2c(-c3ccco3)nc3ccccc32)c1 | -1 | 0.2 | -1 | 16 | 9 | -12 | -5.6 | 7 | -1

Full records, quoted from the list. Order of screens: FXIa inh	L929 necroptosis	TbHK1 inh	PPC-1+TRAIL kill	FXIIa inh	CHOP inh	TNF death inh	PGE2 EP2 inh	Wee1 stabilizer
Shown for `Cc1ccc(-c2nnn(Cc3nc(N)nc(N4CCOCC4)n3)n2)cc1` = -7	2.3	-6	26	-1	10	-0.4	9	-1
Shown for `CCNC(=O)c1c(O)c2c([nH]c1=O)CCCC2` = -1	1.9	-9	-8	7	-7	12	7	0
Shown for `Fc1ccc(Cn2c(SCc3ccc(F)c(F)c3)nnc2C(F)(F)F)cc1` = 16	-0.3	-5	6	23	26	-1.8	2	5

(continued)
SMILES | FXIa inh | L929 necroptosis | TbHK1 inh | PPC-1+TRAIL kill | FXIIa inh | CHOP inh | TNF death inh | PGE2 EP2 inh | Wee1 stabilizer
O=C(c1cccs1)N1CCN(c2ncccn2)CC1 | -2 | -0.2 | -7 | -7 | 8 | -9 | -0.3 | 4 | -4
CC1=NN(C(=S)Nc2ccccc2)C(c2ccccc2)C1 (stereo unspecified) | 5 | -0.5 | 1 | 28 | 2 | -2 | 0.4 | 2 | -2
CCOC(=O)c1c(C)[nH]c(C(=O)COC(=O)C2CC2C)c1C (stereo unspecified) | -4 | 3.1 | -6 | 12 | 10 | -12 | -0.3 | 7 | 1
CCNc1nc(NC(C)(C)C)nc(SC(C(C)=O)C(C)=O)n1 | -9 | 5.9 | 1 | 7 | 9 | 31 | 2.5 | 9&6 | 3
CSc1nc2ccc(S(=O)(=O)N3CCOCC3)cc2s1 | -5 | -0.4 | 0 | -9 | 4 | 21 | 0.0 | 4 | -1
Cc1occc1-c1nnc(SCC(=O)NC(=O)NC(C)C)n1N | 7 | 4.2 | -6 | 1 | 10 | 1 | 0.5 | 18 | 0
O=C1CC(=O)N(Cc2ccco2)C(=S)N1 | 2 | -0.3 | 26 | -15 | 14 | 31 | 0.3 | 9 | -1
CCN(CCCNC(=O)CCCN1C(=O)COc2ccc(C)cc21)c1cccc(C)c1 | 0 | -0.2 | -2 | 5 | 7 | 46 | -1.2 | 7 | -1
Cc1cc2nc(C)c3c(n2n1)CCC3 | -1 | 42 | 3 | 19 | 5 | 10 | -0.4 | 1 | 3
CCn1c(-c2cccnc2Cl)nc2ccccc21 | -7 | 0.3 | 2 | 10 | -1 | -14 | -3.4 | 8 | -1
CCOc1ccc(NC(=O)CCN2CCN(c3ccccc3OC)CC2)cc1 | 4 | 1.6 | -3 | 8 | 13 | 29 | -1.2 | 10 | -3
Cc1ccc(CN2C(=O)C3CCCN3c3ccc(C#N)cc32)cc1 (stereo unspecified) | 5 | 0.3 | -8 | 8 | 6 | 4 | 0.0 | 6 | -1
CCc1ccc(OCCOCC(O)CN(CCO)CCO)cc1 (stereo unspecified) | 1 | 0.2 | -2 | 16 | 4 | 18 | 0.8 | 3 | -1
CCC(C(=O)NCc1ccc(F)cc1)N(Cc1ccco1)C(=O)c1snc(C(N)=O)c1N (stereo unspecified) | 2 | 0.6 | -20 | 3 | 9 | 34 | -1.6 | 4 | 0
Cc1cccc(C(=O)NC(=S)N2CCc3ccccc3C2)c1 | 2 | nt | -1 | 0 | 3 | 4 | -1.9 | 2 | 0
NNC(=O)C(Cc1ccccc1)NC(=O)OCc1ccccc1 (stereo unspecified) | 3 | 0.4 | 4 | -4 | 11 | 9 | 0.0 | 3 | 1
COc1ccc(Cl)cc1NS(=O)(=O)c1cc(Cl)ccc1OC | -7 | 0.1 | 0 | -14 | 5 | 11 | 0.0 | 6 | 5
CN(C)c1nc(SCc2ccccc2)nc(N2CCOCC2)n1 | -3 | 1.6 | 2 | 10 | 13 | 28 | 0.0 | 9 | -2
COC(=O)c1cc(OC)c(OC)cc1N=CC1=C(O)CC(C)(C)CC1=O | 0 | 0.0 | -14 | 15 | 19 | 21 | -6.2 | 6 | 2
CCOc1cc(N2CCOCC2)c(OCC)cc1NC(=O)Cc1ccccc1 | 4 | 1.5 | -10 | -22 | 8 | 17 | 2.8 | 11 | -4

Quoted from the listing.
Value of `COc1ccc(Cl)cc1NS(=O)(=O)c1cc(Cl)ccc1OC` under CHOP inh: 11
Value of `CCOc1cc(N2CCOCC2)c(OCC)cc1NC(=O)Cc1ccccc1` under L929 necroptosis: 1.5
Value of `COC(=O)c1cc(OC)c(OC)cc1N=CC1=C(O)CC(C)(C)CC1=O` under TbHK1 inh: -14
Value of `CCC(C(=O)NCc1ccc(F)cc1)N(Cc1ccco1)C(=O)c1snc(C(N)=O)c1N` (stereo unspecified) under L929 necroptosis: 0.6

Following part
SMILES | FXIa inh | L929 necroptosis | TbHK1 inh | PPC-1+TRAIL kill | FXIIa inh | CHOP inh | TNF death inh | PGE2 EP2 inh | Wee1 stabilizer
CCCc1n[nH]c2c1C(=O)C(C(=O)OC)C(C)(C)C2 (stereo unspecified) | -3 | 6.3 | 0 | 0 | 14 | -12 | 2.5 | 11 | 0
COC(=O)N/N=C/c1cn(CCOc2ccccc2)c2ccccc12 | 1 | 0.9 | -7 | 18 | 0 | -20 | 2.7 | 10 | 3
COc1cccc(CNc2ccc(S(=O)(=O)Nc3nccs3)cc2)c1O | 1 | 0.5 | 7 | 12 | 17 | 17 | 0.7 | 2 | -1
Cc1ccc(Nc2nc(-c3ccccc3)c(CC(=O)O)s2)cc1 | -6 | 4.3 | -2 | 16 | 6 | -41 | 0.0 | 4 | -1
CCC(Nc1ccc(OC)cc1)C(=O)N/N=C/c1ccc([N+](=O)[O-])cc1 (stereo unspecified) | -3 | -0.1 | -15 | -5 | 3 | -2 | 0.2 | 5 | -2
Cc1cc(NS(=O)(=O)c2ccc(Br)s2)no1 | nt | 0.5 | 8 | nt | nt | nt | 0.6 | -3 | 0
COc1cc2ccccc2c2c1CCCC2=O | 7 | 0.2 | -16 | 26 | 14 | -1 | 0.8 | 8 | -2
CCOC(=O)c1nc(N)c(=O)n(-c2ccccc2)n1 | 2 | 1.2 | -2 | 10 | -1 | -29 | 3.2 | 13 | 6
CCc1nnc(NS(=O)(=O)c2ccc(N/C=C/C(=O)c3ccc(OC)cc3)cc2)s1 | -3 | 79* | -18 | 9 | 0 | -9 | 0.1 | 8&10 | 6
CC(=O)NCC(=O)OCC(=O)Nc1nc(-c2ccccc2)cs1 | 5 | 1.5 | -2 | 11 | 5 | 14 | 0.6 | 5 | -1
CC(=O)Nc1ccc(CN2CCN(Cc3ccc(C)cc3)C(CCO)C2)cc1 (stereo unspecified) | -4 | 0.3 | -5 | -9 | 1 | 2 | 1.5 | 6 | -1
CCOc1ccc2cc(C3CC(c4ccco4)=NN3S(C)(=O)=O)c(=O)[nH]c2c1 (stereo unspecified) | 2 | 0.2 | -24 | -16 | 8 | 4 | 1.4 | 6 | 2
COc1ccccc1OCCNC(=O)c1cc(SC)ccc1Cl | 8 | -0.5 | -3 | 8 | 0 | 9 | -0.8 | 10 | -1
Cc1cc(C(=O)CSc2nc3ccccc3c(=O)n2C)c(C)n1CC1CCCO1 (stereo unspecified) | -2 | -0.6 | -3 | 21 | 8 | 74* | -15 | 7 | 0
CCCOc1ccccc1-c1nc(SCCC(=O)O)n[nH]1 | 3 | 1.1 | 0 | 8 | 11 | -27 | -2.3 | 6 | -2
O=C(CC1C(=O)NCCN1Cc1c(F)cccc1Cl)NCc1ccccc1 (stereo unspecified) | -1 | 2.6 | -12 | nt | 9 | 4 | -0.4 | 9 | -2
CCOc1cc(C(=O)NCc2nnc(SCC(=O)OC)n2C)cc(OCC)c1OCC | 2 | 2.8 | -4 | 17 | 16 | 15 | -0.6 | nt | -1
Cc1oc(-c2cccs2)nc1CN1CCC(C(=O)N2CCCC2)CC1 | 2 | 0.0 | -5 | 10 | 14 | 16 | 0.0 | 6 | -2
O=C(NCCN1CCOCC1)c1cc(=O)[nH]c2ccc(Br)cc12 | -13 | 0.0 | -16 | 3 | -6 | nt | -3.0 | nt | -3
Cc1ccc(S(=O)(=O)NNC(=O)NC23CC4CC(CC(C4)C2)C3)cc1 | 7 | 1.1 | 0 | -16 | 12 | 32 | 1.4 | 3 | 0
COc1ccccc1-c1cn(S(=O)(=O)c2ccc(F)cc2)nc1N | -3 | -0.2 | 2 | -6 | 10 | 27 | -4.5 | 9 | 0
CCOC(=O)N1CCN(C(=O)C2CCCN(Cc3nc(-c4ccc(Cl)cc4)oc3C)C2)CC1 (stereo unspecified) | -7 | 0.3 | -18 | 22 | 6 | nt | -10 | nt | 3
COc1ccc(C2=Nc3ccc(Br)cc3C(c3ccccc3)N2CC(=O)NN)cc1 (stereo unspecified) | 7 | nt | -19 | 7 | 13 | 25 | 1.1 | 5 | 0
O=C(Nc1cccc(Cl)c1)Nc1ccccc1NS(=O)(=O)c1cccs1 | 10 | 0.8 | 0 | 12 | 16 | 9 | -0.6 | 14 | 9
CCCCOC(=O)Cn1c(=O)c2c(nc3n2CCCCN3c2ccc(C)cc2)n(C)c1=O | -1 | -0.5 | 16 | 9 | 7 | 36 | -1.2 | 11 | 6
Cc1ccccc1NC(=O)CCC(=O)N/N=C/c1cc([N+](=O)[O-])ccc1O | -2 | 0.8 | -29 | 10 | 0 | 49 | -2.6 | 16 | 0

Screening results (PubChem)

A portion of the library; count on the stated rates, not on these rows.
